# Screening data as filed in PubChem BioAssay.
# ATG4B inh = blocks human ATG4B protease cleavage of LC3 substrate; Q9Y4P1; ATG4B cleavage of LC3-PLA2, NBD-HPC fluorescence, 1 h; inhibition, % at 8.33 µM; hit rate 0.51% among 340,000; in the data active = inhibition above about 40%
# SENP6 block = SENP6 protease inhibition | hit rate 1.8% among 330,000 | Q9GZR1 | inhibition, % at 10 µM | Recombinant SENP6 catalytic domain, aminoluciferin luminescence;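 active = inhibition above about 50% at the single tested dose, limit read from the data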;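 note: plate controls were DMSO wells with enzyme for no effect and DMSO wells lacking enzyme for full effect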
# MPTP block = blocks calcium-induced mitochondrial swelling; AID 602449; inhibition, % at 10 µM; hit rate 1.4% among 360,000; isolated mouse mitochondria, Ca2+ swelling absorbance, 30 min;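 active = inhibition of 50% or more, scaled per plate between neutral and stimulator controls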;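 note: 0% = DMSO wells given calcium and 100% = 1 mM EGTA wells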
# GRIN3A LBD mod = modulators (binders) of human NR3A ligand-binding domain; NR3A LBD differential scanning fluorimetry, Tm shift; 0% = protein alone, 100% = glycine-bound protein; Tm shift relative to glycine control, % at 25 µM; hit rate 2.5% among 340,000;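 active = melting temperature shift of at least 10% of the positive control shift, at one fixed dose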
# PfG6PD inh = PfG6PD (Plasmodium falciparum) enzyme inhibition; PfGluPho enzyme, NADPH resazurin-diaphorase fluorescence; inhibition, % at 20 µM; hit rate 0.78% among 350,000; AID 504690;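 active = inhibition reaching at least a set limit at 20 µM in the primary screen, cut at about 59% in these data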;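 note: 0% = DMSO wells with substrate and 100% = DMSO wells lacking glucose-6-phosphate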
# hIAP act = increases human intestinal alkaline phosphatase activity; purified human IAP, CDP-Star luminescence, 30 min; stronger effect = higher value; 1 = vehicle-only enzyme, 0 = enzyme-free background; AID 2524; hit rate 0.16% among 330,000; P09923; activation factor at 10 µM;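 active = activation factor of the enzyme at least 2-fold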; note: the source names both 10 and 20 µM as test concentration; values of inactives mirror those of a sister screen read the other way
# Target sequence (P09923 whole entry, looked up): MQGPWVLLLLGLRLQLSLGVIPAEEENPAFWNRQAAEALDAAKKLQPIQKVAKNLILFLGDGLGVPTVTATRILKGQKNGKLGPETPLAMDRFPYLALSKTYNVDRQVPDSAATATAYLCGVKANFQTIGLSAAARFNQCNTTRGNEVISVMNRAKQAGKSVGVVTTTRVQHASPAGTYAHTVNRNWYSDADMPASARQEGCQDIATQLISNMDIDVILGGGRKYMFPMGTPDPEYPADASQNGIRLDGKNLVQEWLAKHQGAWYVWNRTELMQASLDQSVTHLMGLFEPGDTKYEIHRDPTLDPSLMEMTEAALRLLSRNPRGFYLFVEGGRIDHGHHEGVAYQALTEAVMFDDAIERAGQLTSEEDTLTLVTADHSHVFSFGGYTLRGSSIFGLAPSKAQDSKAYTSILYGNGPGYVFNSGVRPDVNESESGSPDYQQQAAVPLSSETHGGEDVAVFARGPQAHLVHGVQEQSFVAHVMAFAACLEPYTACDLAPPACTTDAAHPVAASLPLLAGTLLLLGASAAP
# SENP8 inh = inhibitors of human SENP8 protease | inhibition, % at 20 µM | AID 602440 | Q96LD8 | hit rate 0.64% among 360,000 | recombinant SENP8, Nedd8 substrate fluorescence; in the data active = inhibition mostly above about 40%, no sharp cut-off; inactive = mostly below about 27%
# Target sequence (Q96LD8 whole entry, looked up): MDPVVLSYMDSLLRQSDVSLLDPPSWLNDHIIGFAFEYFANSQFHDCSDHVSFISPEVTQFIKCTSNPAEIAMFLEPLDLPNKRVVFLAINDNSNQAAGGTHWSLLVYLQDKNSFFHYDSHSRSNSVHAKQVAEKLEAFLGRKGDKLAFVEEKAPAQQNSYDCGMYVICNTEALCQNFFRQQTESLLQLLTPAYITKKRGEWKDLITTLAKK
# SENP1 inh = SENP1 (human) catalytic domain inhibition | inhibition, % at 10 µM | Q9P0U3 | hit rate 0.21% among 360,000 | recombinant SENP1 catalytic domain, CyPet-SUMO1-YPet FRET cleavage;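 active = inhibition at least 30% at 10 µM, raw YFP signal under a set limit, fluorescence ratio 0.5 to 1.5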;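 note: 0% = enzyme with DMSO and 100% = no enzyme wells; some results filed as inactive read as strong as hits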
# Target sequence (Q9P0U3 419-644 limits assumed): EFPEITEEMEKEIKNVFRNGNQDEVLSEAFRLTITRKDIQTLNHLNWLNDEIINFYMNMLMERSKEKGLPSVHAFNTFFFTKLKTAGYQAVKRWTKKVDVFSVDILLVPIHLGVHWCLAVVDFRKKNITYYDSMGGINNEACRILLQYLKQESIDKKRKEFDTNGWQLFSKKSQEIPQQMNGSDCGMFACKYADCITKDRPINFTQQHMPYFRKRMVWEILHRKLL
#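 Test system: hSENP1 catalytic domain, recombinant; Amount: 20 pM final SENP1 enzyme; Medium: Tris pH 8 buffer plus EDTA, NaCl, BME, BSA, NP40, catalase; Schedule: 50 min enzyme reaction, room temperature, light-protected; Technique: FRET fluorescence in CFP and YFP emission channels; Controls: no-enzyme wells low, DMSO-plus-enzyme wells high control.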
# Numbers without * were called inactive; x = not tested or not shown. No enrichment for hits. Share with any hit: about 6.7%.
SMILES,ATG4B inh,SENP6 block,MPTP block,GRIN3A LBD mod,PfG6PD inh,hIAP act,SENP8 inh,SENP1 inh
O=c1c(C=NCc2ccccc2)c(NCc2ccccc2)nc2ccccn12,1,-19,1.1,-5,1,0.89,-56,-3
O=c1c2cc(Br)ccc2[nH]c(=S)n1Cc1ccccc1,1,-16,0.4,11*,2,0.98,14,1
COCCn1c(SCc2cccc(F)c2)nc2cc(C(=O)OC)ccc2c1=O,-10,5,0.8,-1,10,0.83,-30,0
Cc1ccc2nc(SCC(=O)Nc3ncccn3)[nH]c2c1,1,-4,1.4,-2,23,1.4,16,-9
CS(=O)(=O)c1ccccc1-c1nc(-c2ccc(C(F)(F)F)cc2)no1,26,-6,-0.9,-33,22,0.91,16,3
Cc1c(C)n2c(SCC(=O)N3CCCC3)nnc2[nH]c1=O,0,-18,-0.4,0,-13,0.98,8,1
CCc1cccc(NC(=O)CN(C)S(=O)(=O)c2cnc[nH]2)c1,5,-10,6.4,0,-15,1.1,22,1
CCCCC(CC(O)COCC(C)C)C(=O)NNC(=S)Nc1ccccc1 (configuration not stated),-3,8,1.7,4,-28,0.96,16,1
O=C(COCc1cc(-c2ccc3c(c2)OCO3)on1)N1CCN(c2cccc(Cl)c2)CC1,5,-4,0.0,-3,-4,1.1,16,3
Cc1ccccc1C(=O)Nc1ccccc1C(=O)N/N=C\c1ccco1,-9,-8,-1.0,0,46,1,5,1
COc1ccc(Br)cc1S(=O)(=O)N(CC(=O)N1CCN(C)CC1)c1ccccc1,-2,-8,-0.4,-2,30,1.1,9,2
CCOC(=O)Cc1c(C)c2c(C)nn(-c3ccccc3)c2oc1=O,-15,-6,1.1,-2,10,1.1,-39,-2
Cc1cccc2cc(CN(Cc3ccccc3)C(=O)N(C)C)c(=O)[nH]c12,-7,5,-0.8,-1,11,1,-18,3
CCCNC(=O)c1cc2c3ccccc3n(C)c2s1,-16,10,4.7,-2,24,1.1,-24,1
C=CCOc1c(Cl)cc(CNc2ccc3[nH]c(=O)[nH]c3c2)cc1OC,2,2,-3.6,-3,64*,1.1,-215,-26
CCOC(=O)C1CCN(S(=O)(=O)c2c(C)[nH]c(C)c2C(=O)N2CCCCC2)CC1,-8,7,-0.4,-1,10,1.1,11,1
COc1ccc(CCNC(=O)C/C(C)=N/NC(=O)C23CC4CC(CC(C4)C2)C3)cc1OC,-8,-25,-0.1,30*,1,1.1,6,3
CCCCN1C(=O)C(CC(=O)NCCN2CCOCC2)CC(C(=O)N(CC)CC)=C1C (configuration not stated),x,x,2.0,x,2,x,1,0
CCCC(NC(=O)COc1cc2c(c3oc(=O)c(C)c(C)c13)CCC(C)(C)O2)C(=O)O (configuration not stated),3,-6,3.5,0,15,1.2,-284,0
CCc1ccc(Oc2coc3cc(O)ccc3c2=O)cc1,2,14,1.2,-1,-38,1.1,-280,-9
COc1ccc(CCNC(=O)COC(=O)/C=C/c2ccc(OC)c(OC)c2)cc1,-6,8,2.8,1,-7,0.98,-252,3
COc1ccc(NC(=O)c2cc3cc(OC)ccc3oc2=N)cc1,1,-16,4.0,-1,-2,0.85,6,-22
CCOC(=O)C1(Cc2ccccc2)CCN(Cc2cccn2-c2cccnc2)CC1,6,-3,1.4,0,2,1,6,-2
CCN(C(=O)CSc1nnc(-c2ccc(Cl)cc2)n1C)C1CCS(=O)(=O)C1 (configuration not stated),-3,-12,-0.1,1,-6,1.1,19,-1
O=C1c2ccccc2C(=O)N1c1ncccn1,-7,-20,-7.3,-2,-9,1.1,10,-1
COc1ccc(/C(N)=N/OC(=O)c2c(-c3ccccc3Cl)noc2C)cc1OC,-2,-7,0.9,18*,9,0.93,2,2
Cc1cccc(-c2n[nH]c(=S)n2/N=C/C=C/c2ccco2)c1,-6,-4,3.9,0,21,1.1,13,-1
COc1ccc(C(=O)NCC2OCCc3ccccc32)cc1 (configuration not stated),-8,-3,-0.2,-1,13,1.1,12,0
CC(C)c1ccccc1NC(=O)C1CC(=O)N(C2CCCC2)C1 (configuration not stated),-3,-11,1.9,-3,4,1.1,10,-1
CC(SCc1ccccc1)C(=O)N/N=C/c1cc2c(cc1Br)OCO2 (configuration not stated),0,-8,0.1,-7,10,1,30,3
CCOc1ccc(/C=N/Nc2cc(C)nc(N3CCOCC3)n2)cc1,-6,-20,0.3,-22,18,1,26,1
C=CCNC1=C(Cl)C(=O)N(c2cccc(Cl)c2Cl)C1=O,11,4,1.7,-1,2,0.79,-257,-16
Cc1cc(C)c2cc(C)c(SCC(=O)NCc3ccco3)nc2c1,12,5,7.2,0,-49,1.5,2,-1
COc1cccc(-c2nc(CS(=O)(=O)CC(=O)NCCC(C)C)c(C)o2)c1,-6,11,1.4,-2,4,0.97,4,2
Cc1c(C(=O)N2CC(C)OC(C)C2)oc2ccccc12 (configuration not stated),-4,-4,-0.1,1,-9,1.1,3,2
S=c1nc(-c2ccc(Cl)cc2)[nH][nH]1,0,-23,1.2,1,18,1.1,-33,0
CNC(=O)N(O)C1N(/N=C/c2ccccc2F)C(=S)SC1(C)C (configuration not stated),-4,4,0.3,-1,-2,1.1,16,6
O=c1c2oc3ccccc3c2ncn1Cc1ccc(Cl)cc1,-2,24,-2.0,1,5,1,2,6
CCc1c(C)c2ccc(O)c(CN(C)C)c2oc1=O,-11,5,-0.6,0,0,1.1,-300,-141
CC1CCCN(C(=O)CCCn2c(=S)[nH]c3ccccc3c2=O)C1 (configuration not stated),-8,-6,2.1,-1,17,1.1,3,3
COc1cccc2c(=O)cc(C)n(CC(=O)Nc3cccc(C)c3)c12,-21,-16,28,-1,6,1.6,-54,1
COc1cc(-c2noc(CCCC(=O)NC3CCCCC3)n2)cc(OC)c1OC,-7,-20,-1.0,-9,-2,0.93,10,4
Clc1cccc(CSc2nnc(-c3cccnc3)n2Cc2ccco2)c1,3,3,-0.3,-3,28,0.98,26,4
CCCC1=C([O-])C2N=CC=CC2=[N+](c2ccccn2)C1=O (configuration not stated),8,-5,0.9,-6,21,1,5,-1
O=C(NC1=NCCS1)c1cccc(N2C(=O)c3ccccc3C2=O)c1,12,2,-2.5,0,-19,1.3,4,0

# The final three compounds of the part above open the next one:
SMILES,ATG4B inh,SENP6 block,MPTP block,GRIN3A LBD mod,PfG6PD inh,hIAP act,SENP8 inh,SENP1 inh
Clc1cccc(CSc2nnc(-c3cccnc3)n2Cc2ccco2)c1,3,3,-0.3,-3,28,0.98,26,4
CCCC1=C([O-])C2N=CC=CC2=[N+](c2ccccn2)C1=O (configuration not stated),8,-5,0.9,-6,21,1,5,-1
O=C(NC1=NCCS1)c1cccc(N2C(=O)c3ccccc3C2=O)c1,12,2,-2.5,0,-19,1.3,4,0
Cc1onc(-c2ccccc2Cl)c1C(=O)Nc1ccc(-n2nncc2C(C)(C)C)cc1,-15,9,-1.0,-3,5,0.93,12,0
COc1ccc(CN=C(NS(=O)(=O)c2cccs2)SC)cc1,-7,-12,2.0,0,16,1,4,0
Cc1cc(NC(=O)CSc2nnc(C3COc4ccccc4O3)o2)no1 (configuration not stated),8,15,3.4,-4,-15,1.1,23,4
O=C1Nc2cc3c(cc2C1=O)sc1ccccc13,0,-11,19,-2,11,1.1,-27,-34
Cc1ccc(C(=O)OCC(=O)N2CC(C)CC(C)C2)cc1S(=O)(=O)N1CCOCC1 (configuration not stated),-7,10,0.5,0,-4,1.2,13,0
Clc1ccc(-c2nc3ccccc3nc2-c2ccccc2)cc1,37,1,55*,6,-6,0.96,-50,3
O=C(O)CNC(=O)c1ccccc1Br,3,-38,-1.2,2,-5,1.1,1,1
COc1ccc(Cl)cc1NC(=S)N(Cc1ccc(C(=O)O)cc1)Cc1ccc(OC)c(OC)c1,-10,4,-0.1,0,3,0.99,14,1
Cc1cc(C)cc(NC(=O)NCc2nnc(SCc3ccccc3)n2C)c1,-6,-3,1.7,-1,0,1,14,0
COc1cccc(NC(=O)N2CCc3ccccc3C2)c1,-2,53*,1.0,1,18,0.92,-7,0
Fc1ccc(-c2csc(=S)[nH]2)cc1,0,7,-2.2,2,52,0.86,-4,2
CCCc1cc(=O)[nH]c(SCC(=O)Nc2ccc(Cl)c(S(=O)(=O)N3CCOCC3)c2)n1,-2,-7,-2.1,4,-18,1.2,6,2
O=S(=O)(O)c1nnc2sc3ccccc3n12,2,-1,-3.1,3,-7,0.88,10,2
Cc1onc(-c2c(Cl)cccc2Cl)c1C(=O)NN1CCCCCC1,2,-7,-0.7,1,19,1.3,16,1
Cc1ccc(NC(=O)COc2cccnc2[N+](=O)[O-])cc1S(=O)(=O)N1CCOCC1,2,-3,-3.3,2,8,0.97,19,-1

# Record cards (already shown). Order of screens: ATG4B inh | SENP6 block | MPTP block | GRIN3A LBD mod | PfG6PD inh | hIAP act | SENP8 inh | SENP1 inh
# `CC1CCCN(C(=O)CCCn2c(=S)[nH]c3ccccc3c2=O)C1` (configuration not stated) is entered as -8 | -6 | 2.1 | -1 | 17 | 1.1 | 3 | 3
# `O=C1c2ccccc2C(=O)N1c1ncccn1` is entered as -7 | -20 | -7.3 | -2 | -9 | 1.1 | 10 | -1
# `COc1ccc(NC(=O)c2cc3cc(OC)ccc3oc2=N)cc1` is entered as 1 | -16 | 4.0 | -1 | -2 | 0.85 | 6 | -22
# `Cc1ccc(NC(=O)COc2cccnc2[N+](=O)[O-])cc1S(=O)(=O)N1CCOCC1` is entered as 2 | -3 | -3.3 | 2 | 8 | 0.97 | 19 | -1

# The list goes on:
SMILES,ATG4B inh,SENP6 block,MPTP block,GRIN3A LBD mod,PfG6PD inh,hIAP act,SENP8 inh,SENP1 inh
O=C(Nc1ccc(Cl)c(C(F)(F)F)c1)NC1CC2CCCC(C1)N2Cc1ccccc1 (configuration not stated),16,13,x,2,10,1.9,x,x
COc1ccc(CCNC(=O)c2cc3c(=O)n4ccccc4nc3n(CC3CCCO3)c2=N)cc1OC (configuration not stated),-6,-9,-1.5,-2,-2,0.97,-5,-63
COc1ccc(C(=O)/C=C/Nc2ccc(S(=O)(=O)Nc3nc(C)cc(C)n3)cc2)c(OC)c1,-7,1,1.4,-10,-2,0.95,-454,-58
COc1cccc(NC(=O)CCNC(=O)N2CC(=O)Nc3ccccc32)c1,-3,9,-0.9,1,-3,1,15,0
COc1ccc(-c2cc(-c3ccc(O)cc3)nc(N)c2C#N)cc1OC,-13,-4,-3.1,-17,8,1.1,-395,-6
O/N=C/c1nc2cc(Cl)ccc2o1,-9,-8,4.5,-1,27,0.98,4,2
CCN1CCN(C(C(=O)NC2CCCC2)c2ccc(Cl)cc2)CC1 (configuration not stated),-10,1,-2.3,-4,-12,0.9,5,0
